IL-2 act = activates IL-2 in a cell-based reporter assay; activation, % (series mostly up to about 46 µM); AID 652025; 360,000 tested, 0.065% active; IL-2 activation reporter assay, cell-based qHTS; stimulated with anti-CD3/CD4/CD28 beads; in transgenic mouse T cells; in the data active = activation above about 50%; inconclusive = mostly about 30% to 49%; note: 0% is about no effect
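Quantitative HTS in unstimulated transgenic mouse T cells, with memory T cells as non-tolerant control and PMA/ionomycin as tolerance-bypass control. Compound pretreatment lasted 60 minutes before 18 h bead stimulation; EGFP/DsRed fluorescence read.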
GLP-1R inv ag = GLP-1 receptor (human) inverse agonism | P43220 | HEK293 GLP-1R CRE-luciferase, luminescence, 24 h; GLP-1R form is constitutively active | Potency, µM (series often up to 38.3 µM), for the others: at the top dose activity change, negative = inhibition, most hits filed as inhibitors | 410,000 tested, 1.6% active | AID 624417; note: potency is the fitted concentration of half-maximal effect; % is set by controls: 0 for no effect and ±100 for the full control effect; nearly all actives have a fitted effect of over 55% in size
Target sequence (P43220 whole entry, looked up): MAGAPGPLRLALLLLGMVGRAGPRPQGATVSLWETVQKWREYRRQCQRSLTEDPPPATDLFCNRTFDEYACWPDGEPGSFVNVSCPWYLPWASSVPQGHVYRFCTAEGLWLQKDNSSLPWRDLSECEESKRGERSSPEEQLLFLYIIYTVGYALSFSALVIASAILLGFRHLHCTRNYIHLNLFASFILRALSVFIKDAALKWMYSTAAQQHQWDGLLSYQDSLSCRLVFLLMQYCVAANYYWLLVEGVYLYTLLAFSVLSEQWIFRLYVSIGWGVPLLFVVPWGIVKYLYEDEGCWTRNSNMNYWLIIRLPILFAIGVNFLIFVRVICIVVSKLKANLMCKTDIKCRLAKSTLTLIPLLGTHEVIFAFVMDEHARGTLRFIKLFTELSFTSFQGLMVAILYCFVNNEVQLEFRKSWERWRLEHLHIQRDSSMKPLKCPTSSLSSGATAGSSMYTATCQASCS
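Inverse agonism was detected as reduced cAMP-driven luciferase luminescence after 24 h compound treatment. The cells were HEK293 clones expressing constitutively active human GLP-1R with the reporter. Reporter-only and GPR119 cell lines served as counterscreen controls.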
GLP1R ag = agonists of human GLP-1 receptor. HEK293 GLP-1R CRE-luciferase, luminescence, 4-6 h; cells express a hypersensitive GLP-1R form. 380,000 tested, 0.007% active. Potency, µM (doses to about 45.6 µM), for the others: top-dose activation, hits mostly activators. AID 624172. P43220; note: potency is the fitted concentration of half-maximal effect; % of control where 0% means no effect
EPAC1 antag = EPAC1 (human) antagonism | O95398 | EPAC1 GEF assay, Rap1b-BODIPY-GDP exchange fluorescence | Potency, µM (titrated, usually from 115 µM), inactives show at the top dose activity change, negative = inhibition, hits mostly inhibitors | 360,000 tested, 0.14% active | AID 720709;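 note: potency is the fitted concentration of half-maximal effect; plate controls were vehicle for no effect and positive control for full effect; nearly all actives have a fitted effect of over 50% in size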
PTHR1 ag = activates the human parathyroid hormone receptor PTHR1 | AID 743266 | 410,000 tested, 0.075% active | Potency, µM (highest dose often 115 µM), for the others: at the highest dose activation, hits mostly activators | HEK293 GP2 PTHR1 cells, GloSensor cAMP luminescence, 1 h; note: potency is the fitted concentration of half-maximal effect; nearly all actives have a fitted effect of over 55% in size; some results filed as inactive show a strong effect at the top dose; inactives centre near -15; many of its hits are not listed in these tables
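HEK-293-derived GP2 cells expressing PTHR1 and a GloSensor cAMP reporter, 3,000/well, plated overnight, given luciferin plus IBMX (each 0.5 mM as added) for 1 h at 37 °C, then compound for 1 h at 37 °C. Luminescence was read after 15 min at room temperature.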
GLP1R cytotox = cytotoxicity counter-screen for GLP-1 receptor inverse agonists; HEK293 cAMP-luciferase reporter cells, luminescence, 24 h; Potency, µM (highest dose often 38.3 µM), without a hit: top-dose activity change, negative = inhibition, usual class: inhibitors; 410,000 tested, 0.13% active; AID 624418;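 note: loss of luciferase light is scored as toxicity; potency is the fitted concentration of half-maximal effect; % is set by controls: 0 for no effect and ±100 for the full control effect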
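MLSMR compounds, 24 hr on cells at 37 deg C/5% CO2; luminescence after luciferase reagent (12 min RT). Inhibition counted as the undesired cytotoxic outcome.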
PLK1 PBD block = inhibitors of human PLK1 polo-box domain binding; AID 720504; Potency, µM, without a hit: max response, negative = inhibition, actives largely listed as inhibitors; Plk1 PBD binding of FITC phosphopeptide, fluorescence polarization; 360,000 tested, 2.8% active; note: potency is the fitted concentration of half-maximal effect; series mostly up to about 57 µM; % is set by controls: 0 for no effect and ±100 for the full control effect; nearly all actives have a fitted effect of over 65% in size
PI5P4Ka inh = blocks human PI5P4K alpha kinase activity. P48426. PI5P4Kalpha enzyme, ADP-Glo luminescence, 60 min; stronger effect = lower value. max response, %. 330,000 tested, 1.2% active; active = max response of -50% or lower; inconclusive = between -30% and -50%; inactive = -30% or higher; note: value at the top dose of about 77 µM; % is set by controls: 0 for no effect and ±100 for the full control effect
Target sequence (P48426 whole entry, looked up): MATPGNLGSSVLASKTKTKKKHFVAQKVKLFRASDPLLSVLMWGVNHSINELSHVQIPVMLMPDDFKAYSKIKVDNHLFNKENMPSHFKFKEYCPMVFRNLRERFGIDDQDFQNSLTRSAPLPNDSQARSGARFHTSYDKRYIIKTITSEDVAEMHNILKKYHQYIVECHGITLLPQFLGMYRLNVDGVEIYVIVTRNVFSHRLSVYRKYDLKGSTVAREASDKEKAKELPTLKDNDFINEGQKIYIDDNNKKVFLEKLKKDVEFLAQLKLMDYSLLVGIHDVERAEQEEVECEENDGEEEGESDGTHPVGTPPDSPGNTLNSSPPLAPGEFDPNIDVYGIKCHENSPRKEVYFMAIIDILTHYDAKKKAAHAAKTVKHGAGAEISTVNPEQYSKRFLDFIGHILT
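Controls without substrate or without enzyme flank wells where PI5P4Kalpha converts substrate using 5 microM ATP (final). Incubation lasts 60 minutes at room temperature; ADP formed is read by ADP-Glo luminescence.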
EPAC1 ag = activates human EPAC1 exchange factor | O95398 | EPAC1 agonist qHTS, biochemical assay; response scale: 100% = response to 6.5 mM cAMP | Potency, µM (doses to about 154 µM), inactives show top-dose activation, most hits filed as activators | 360,000 tested, 0.073% active; note: potency is the fitted concentration of half-maximal effect; nearly all actives have a fitted effect of over 60% in size
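Read-out is the fluorescence drop as BODIPY-GDP leaves Rap1B (480 nm excitation, 540 nm emission), recorded every 5 minutes over 30 minutes. Reactions held 100 nM EPAC1, 250 nM Rap1B–BODIPY-GDP and 50 uM GDP, with 6.5 mM cAMP setting full activation.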
* = called active by the depositor; i = inactive; ? = inconclusive; / = no result given; [ ] = another dose, or the depositor's remark. Unless noted, calls come from the whole dose curve; as a rule, active = well fitted curve in the direction sought with a large enough effect; inconclusive = small, poorly fitted or top-dose-only effect, or another doubt; inactive = no such curve, though single readings can be large; an effect the other way counts as inactive or inconclusive.

SMILES	IL-2 act	GLP-1R inv ag	GLP1R ag	EPAC1 antag	PTHR1 ag	GLP1R cytotox	PLK1 PBD block	PI5P4Ka inh	EPAC1 ag
CCOc1cccc2sc(Nc3nc4ccc(NC(C)=O)cc4s3)nc12	-1.3	-26%	-4%	-12%	-31%[inhibitor]	-13%	-4%	-1	-15%
N=C1/C(=C\c2coc3ccccc3c2=O)C(=O)N=C2SC=CN12	0.4	-12%	-4%	60%[activator]	-43%[inhibitor]	-38%	-13%	-22	89µM*
CCOC(=O)/C(C#N)=C/c1cn(CCOc2ccc(OC)cc2)c2ccccc12	1.3	?	9%	-13%	i	20%	-28%	4	2%
Cc1ccc(OCCC(=O)OC(C)C(=O)NC2CC2)cc1 (stereo not given)	0.5	3%	9%	-13%	i	17%	-13%	5	11%
CN1CCN(NC(=O)NC2CCCCC2)CC1	-2.3	14%	-4%	12%	-18%	3%	4%	-13	-6%
O=C1CCCc2c1nc(-c1ccc([N+](=O)[O-])cc1)n2O	2.1	1%	0%	37%[activator]	i	2%	4%	0	-3%
COc1ccc(/C=N\n2nnc3ccccc32)cc1	2.7	5.6µM*	0%	-10%	-20%	-4%	-5%	-13	6%
Cc1cc(C)cc(NC(=O)N2CCCC2C(=O)NCc2ccco2)c1 (stereo not given)	-2.0	15%	-1%	-5%	i	7%	-12%	12	7%
c1ccc(Cn2nnc3c(N4CCOCC4)ncnc32)cc1	-0.1	123%[activator]	8%	10%	i	1%	1%	0	-2%
COc1ccc(C(C)(O)c2nc(-c3ccoc3)cs2)cc1 (stereo not given)	-0.5	-16%	-2%	-8%	i	-10%	2%	-2	2%
CC(C)CCNC(=O)C1CC(=O)N(C2CCCC2)C1 (stereo not given)	0.1	6%	-1%	-4%	i	1%	-2%	/	6%
CC(NC(=O)CSc1ncccc1C(=O)O)C1CC2CCC1C2 (stereo not given)	-0.8	2%	-6%	5%	26%	1%	-17%	7	3%
CCC/C=N/NC(=O)c1cc(Br)ccc1O	0.4	15%	2%	-8%	i	-5%	-4%	0	5%
CC(=O)c1ccc(N2C(=O)C3C(C2=O)C(C(=O)c2ccc(Cl)cc2)N2CCCC32)cc1 (stereo not given)	0.6	6%	15%	-17%	i	-3%	11µM*	-54*	?
COc1ccc(-c2nnc3n(CCc4ccccc4)c(=O)c4ccccc4n23)c(OC)c1	3.7	-3%	2%	-6%	-40%[inhibitor]	-4%	-5%	-3	4%
O=C(NCCc1ccc(Cl)cc1)C1CCN(C(=O)c2sccc2-n2cccc2)CC1	-0.7	?	2%	-4%	-5%[57.5 µM]	-12%	-12%	-14	3%
O=C(Nc1c2c(nn1-c1ccc([N+](=O)[O-])cc1)CS(=O)(=O)C2)C1CC1	0.5	7%	-1%	1%	i	-7%	2%	-1	9%
COc1ccccc1/C=N/n1cnnc1	1.1	15%	2%	-16%	i	-21%	-2%	10	17%
CC1COc2ccccc2N1C(=O)c1ccc(F)cc1 (stereo not given)	-1.2	-17%	-3%	-4%	-20%	16%	-7%	-11	-6%
CCn1c(=O)[nH]c2ccccc2c1=O	-1.8	13%	1%	-15%	i	17%	-17%	2	9%
CCc1ccccc1N(CC(=O)NCC1CCCO1)C(=O)CCC(=O)Nc1cc(C)on1 (stereo not given)	-0.1	5%	0%	-3%	-31%[inhibitor]	-3%	-4%	16	6%
O=C(C1CCN(S(=O)(=O)c2cccs2)CC1)N1CCCC(C(F)(F)F)C1 (stereo not given)	0.5	12%	9%	-17%	-17%	1%	-2%	0	1%
CCOCCn1c(CC)nc2ccccc21	-1.0	21%	3%	-4%	i	17%	-11%	-10	-4%
COCCCNC(=S)NNC(=S)Nc1ccc(F)cc1F	4.0	0%	-13%	6%	-4%[57.5 µM]	1%	-13%	/	-3%
Cc1ccc(S(=O)(=O)NCCC(=O)OCC(=O)N(C)c2ccccc2)cc1	2.1	11%	0%	14%	i	2%	-3%	-4	-8%
COc1ccc(CC(=O)NNC(=O)c2cccnc2)cc1OC	-1.4	13%	-3%	3%	i	-5%	-4%	1	-1%
Cc1sc2ncnc(OCC(=O)c3ccc(S(=O)(=O)N4CCCC4)cc3)c2c1C	0.7	-2%	-6%	-18%	-2%[57.5 µM]	-12%	-3%	/	29%
CCn1c(SCC(=O)OC(C)C)nnc1-c1ccccc1	0.7	-1%	6%	7%	i	?	-5%	-1	7%
Fc1ccccc1COc1ccc(/C=N/NC(=S)NCc2ccccc2)cc1	-2.5	0%	-3%	1%	i	?	2%	0	4%
CCCn1c(=N)n(CC(=O)c2ccco2)c2ccccc21	-3.3	?	1%	0%	i	-28%	-5%	/	5%
O=C1OCC2=C1C(c1ccc3c(c1)OCO3)c1cc3c(cc1O2)OCO3 (stereo not given)	-0.1	-40%	1%	9%	-5%	?	-6%	0	-7%
COc1ccc(N2CCN(C3CCCCC3NS(=O)(=O)c3ccccc3)CC2)cc1 (stereo not given)	-5.4	?	6%	-15%	i	1%	4%	3	3%
COC(=O)C1=C(C)N=C2SCCC(=O)N2C1c1cc(Br)ccc1OC (stereo not given)	-0.3	-30%	-5%	11%	-22%[57.5 µM]	-11%	-4%	-5	6%
Cc1c(NC(=O)COC(=O)C2CC3C=CC2C3)c(=O)n(-c2ccccc2)n1C (stereo not given)	1.2	-2%	4%	8%	-23%[57.5 µM]	4%	-7%	-3	-8%
CCCOc1cccc(C2C(C(=O)c3cc4ccccc4o3)=C(O)C(=O)N2c2cc(C)on2)c1 (stereo not given)	-0.3	5%	0%	0%	-27%	3%	27µM*	-1	-8%
COc1ccc(NC(=O)Cn2c(=O)cc(C)c3c(C)nn(-c4cccc(Cl)c4C)c32)cc1OC	/	7%	0%	/	-21%	-4%	/	/	/
CCN1CCc2nc3ccccc3c(C(=O)Nc3ccc(F)cc3)c2C1	0.0	0%	4%	-17%	i	2%	-4%	1	-10%
Cc1ccc(/C=C2\SC(=S)N(CCCC(=O)Nc3ccccn3)C2=O)cc1	-4.6	0%	-10%	-5%	i	0%	-7%	-6	3%
Cc1cc(C)c(C(N)=O)c(NC(=O)Nc2ccccc2Cl)n1	-1.5	38%[activator]	-1%	-4%	i	2%	-6%	/	5%
CCNC(=S)N1CCN(S(=O)(=O)c2ccccc2C(F)(F)F)CC1	-0.1	-8%	2%	?	i	11%	-19%	-9	-3%

Quoted from the listing.
GLP1R ag result of COc1ccc(N2CCN(C3CCCCC3NS(=O)(=O)c3ccccc3)CC2)cc1 (stereo not given) stands at 6%
PI5P4Ka inh result of Cc1c(NC(=O)COC(=O)C2CC3C=CC2C3)c(=O)n(-c2ccccc2)n1C (stereo not given) stands at -3

More entries
SMILES	IL-2 act	GLP-1R inv ag	GLP1R ag	EPAC1 antag	PTHR1 ag	GLP1R cytotox	PLK1 PBD block	PI5P4Ka inh	EPAC1 ag
CCCCC(=O)Nc1cccc(-c2cn3ccsc3n2)c1	0.9	3%	26%	-17%	17%[57.5 µM]	40%[activator]	-9%	1	-2%
COC(=O)c1c(NS(=O)(=O)c2ccc3ccccc3c2)sc2c1CCCC2	-0.7	-5%	-6%	-6%	-32%[inhibitor][57.5 µM]	0%	24µM*	/	5%
Cc1ccc2cc(CN(c3cccc(C)c3C)S(=O)(=O)c3ccccc3)c(=O)[nH]c2c1	-2.0	14%	-1%	-15%	-2%	0%	-16%	2	16%
COC(=O)c1sc(=S)n(-c2cccc(Cl)c2)c1N	0.3	0%	-14%	0%	i	-6%	8.4µM*	/	0%
COc1ccccc1NC(=S)N1CCOCC1	-0.1	3%	1%	?	-18%	-1%	-7%	-10	2%
CC[C@@H](C)[C@H](NC(=O)OCc1ccccc1)c1nnc([C@@H](NC(=O)OCc2ccccc2)[C@@H](C)CC)o1	-0.7	?	-5%	-5%	23%	1%	2%	0	-24%
COc1cc(OC)c2nc(C)c3c(c2c1)N(c1ccc(O)cc1)CC3	0.3	?	-12%	-10%	i	-16%	-8%	6	10%
CN(CP(=O)(O)CN(C)S(C)(=O)=O)S(C)(=O)=O	0.4	12%	14%	2%	-9%[57.5 µM]	19%	-7%	5	-8%
CC1=CCC(C(=O)O)(C(=O)N/N=C/c2cccs2)C(c2ccc([N+](=O)[O-])cc2)C1 (stereo not given)	-1.2	-5%	6%	-11%	-22%	5%	-11%	/	12%
COc1ccc(Cc2nnc(NC(=O)Cc3cccs3)s2)cc1	0.4	4%	-5%	?	-14%	-3%	?	-88*	12%

Single records (already shown). Order of screens: IL-2 act, GLP-1R inv ag, GLP1R ag, EPAC1 antag, PTHR1 ag, GLP1R cytotox, PLK1 PBD block, PI5P4Ka inh, EPAC1 ag
Shown for O=C(Nc1c2c(nn1-c1ccc([N+](=O)[O-])cc1)CS(=O)(=O)C2)C1CC1 → 0.5, 7%, -1%, 1%, i, -7%, 2%, -1, 9%
Shown for Cc1sc2ncnc(OCC(=O)c3ccc(S(=O)(=O)N4CCCC4)cc3)c2c1C → 0.7, -2%, -6%, -18%, -2%[57.5 µM], -12%, -3%, /, 29%

Carrying on.
SMILES	IL-2 act	GLP-1R inv ag	GLP1R ag	EPAC1 antag	PTHR1 ag	GLP1R cytotox	PLK1 PBD block	PI5P4Ka inh	EPAC1 ag
COc1ccccc1NC(=O)Nc1ccc(F)c(F)c1	-3.2	?	5%	-20%	-12%	-21%	-9%	13	-3%
O=C1CN(S(=O)(=O)c2cc(Cl)ccc2Cl)c2ccccc2N1	1.9	-4%	7%	-16%	i	-2%	-24%	-6	-4%
O=C(NC(=S)Nc1ccccc1Cl)c1ccco1	-3.0	?	18%	-11%	-46%[inhibitor]	?	-10%	2	-3%
COc1ccc(OCCCN2CCCCCC2)cc1	-1.3	-21%	0%	10%	-1%[57.5 µM]	-3%	-11%	0	3%
COc1cccc(NC(=O)COC(=O)CCCC2=NS(=O)(=O)c3ccccc3N2)c1	-1.7	20%	-4%	?	-17%	3%	-13%	-4	4%
Cc1noc(C)c1COc1cccc(C(=O)OCC(=O)NCCN2C(=O)CSC2=O)c1	0.4	12%	4%	-6%	-1%	4%	-11%	-5	4%
CC(=N)C1=C(O)CC(c2ccccc2)CC1=O (stereo not given)	-1.1	22%	2%	-23%	i	4%	-1%	2	-10%

An excerpt; rates above refer to the full screens.
